DAGLB inh – blocks human DAGLB lipase activity; inhibition, % at 5.17 µM; HEK293T DAGLB membrane lysate, EnzChek fluorogenic substrate; AID 504411; actives 0.059% (n = 340,000); in the data active means inhibition above about 34%;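 further: 0% = enzyme with vehicle and 100% = wells lacking enzyme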
Target sequence (Q8NCG7 whole entry, looked up): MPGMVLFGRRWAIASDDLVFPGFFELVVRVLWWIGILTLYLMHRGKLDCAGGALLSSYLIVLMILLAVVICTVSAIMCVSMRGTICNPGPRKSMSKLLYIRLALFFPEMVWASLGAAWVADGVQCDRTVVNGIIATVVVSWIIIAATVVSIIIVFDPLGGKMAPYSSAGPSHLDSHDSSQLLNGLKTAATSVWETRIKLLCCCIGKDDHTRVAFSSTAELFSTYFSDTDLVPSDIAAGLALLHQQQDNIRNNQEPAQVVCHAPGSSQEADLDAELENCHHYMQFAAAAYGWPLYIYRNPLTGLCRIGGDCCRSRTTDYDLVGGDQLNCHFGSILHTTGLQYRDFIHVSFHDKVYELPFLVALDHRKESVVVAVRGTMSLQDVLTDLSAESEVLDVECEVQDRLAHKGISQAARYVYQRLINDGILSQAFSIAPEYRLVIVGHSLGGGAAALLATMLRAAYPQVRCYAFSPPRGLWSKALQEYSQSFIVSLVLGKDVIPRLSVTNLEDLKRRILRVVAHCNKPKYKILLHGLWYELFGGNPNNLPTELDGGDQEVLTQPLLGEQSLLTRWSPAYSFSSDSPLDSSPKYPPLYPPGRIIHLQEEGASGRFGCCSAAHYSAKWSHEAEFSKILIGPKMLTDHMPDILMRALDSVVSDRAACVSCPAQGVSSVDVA
CAL PDZ inh – human CAL PDZ-peptide interaction inhibition; Q9HD26; purified CAL PDZ, TMR-peptide fluorescence polarization, 1 h; inhibition, % at 20 µM; actives 0.02% (n = 330,000); AID 504414;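 active means highest replicate inhibition of at least 40%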;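 further: plate controls were DMSO neutral control wells for no effect and unlabeled competitor peptide control wells for full effect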
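Material: tagged CAL PDZ domain; buffer or medium: 25 mM sodium phosphate pH 7.4, 150 mM NaCl, TCEP, IgG, Thesit; compound dosing: single point, 20 µM; schedule: 1 h incubation at room temperature before polarization reading; measured by: FP readout, S and P plane fluorescence; read-out basis: percent inhibition from loss of millipolarization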
E coli growth – reduces bacterial viability in AddAB counter-screen. E. coli V3065 growth, OD600 absorbance, 18 h. inhibition, % at 11.9 µM. actives 0.27% (n = 330,000);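 active means inhibition above the campaign's mean inhibition across all tested compounds plus 3 SD, cut at about 9.9% in these data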;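 further: uninfected addAB+ strain grown without phage in ampicillin broth; 0% = DMSO wells and 100% = ciprofloxacin 0.95 µg/ml wells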
phage Ecoli inh – E. coli growth loss with phage present; growth absorbance; inhibition, % at 11.9 µM; actives 0.26% (n = 360,000); in the data active means inhibition above about 11%
AddAB inh – less growth of phage-infected E. coli with AddAB | E. coli expressing H. pylori AddAB, absorbance growth | inhibition, % at 11.9 µM | actives 0.29% (n = 330,000) | AID 435030; in the data active means inhibition above about 12%;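 further: 0% = vehicle wells of infected cells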
PfHsp90 yeast 2 – inhibits growth of yeast expressing Plasmodium falciparum Hsp90; S. cerevisiae expressing PfHsp90, BacTiter-Glo ATP, 48 h; yeast lacking PDR1 and PDR3 efflux regulators; inhibition, % at 9.4 µM; actives 0.32% (n = 310,000); AID 504621;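 active means every replicate shows inhibition above about 80%, whatever the replicate mean, limit read from the data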;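 further: 0% = DMSO neutral controls and 100% = 20 µM radicicol positive controls; yeast relying on Plasmodium falciparum Hsp90 in place of its own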
Wnt bcat act – activators of Wnt/beta-catenin signaling; Wnt/beta-catenin reporter cell assay, activator, plate reader; activation, % at 9.35 µM; actives 1.2% (n = 300,000); AID 743398; in the data active means activation above about 30%, passing the limit was not always enough;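 further: 0% = neutral control wells and 100% = positive control wells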
Tat export inh – blocks Tat-dependent protein export in E. coli | inhibition, % at 10 µM | AID 488895 | actives 0.036% (n = 340,000) | E. coli MC4100 TorA-mCherry Tat export, fluorescence;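 active means mean replicate inhibition at least 50% and at least half of replicates individually reaching 50%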;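 further: exported cargo escapes ClpAP degradation while cytoplasmic cargo is degraded and loses fluorescence; 0% = median of neutral control wells and 100% = median of NaSCN control wells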
Rtt109 HAT inh – blocks Candida albicans Rtt109/Vps75 acetyltransferase activity. purified Rtt109/Vps75, ThioGlo CoA-SH fluorescence, 4 h. actives 0.16% (n = 330,000). inhibition, % at 34.9 µM. Q5AAJ8;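 active means inhibition of at least 50% in every replicate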
Target sequence (Q5AAJ8 whole entry, looked up): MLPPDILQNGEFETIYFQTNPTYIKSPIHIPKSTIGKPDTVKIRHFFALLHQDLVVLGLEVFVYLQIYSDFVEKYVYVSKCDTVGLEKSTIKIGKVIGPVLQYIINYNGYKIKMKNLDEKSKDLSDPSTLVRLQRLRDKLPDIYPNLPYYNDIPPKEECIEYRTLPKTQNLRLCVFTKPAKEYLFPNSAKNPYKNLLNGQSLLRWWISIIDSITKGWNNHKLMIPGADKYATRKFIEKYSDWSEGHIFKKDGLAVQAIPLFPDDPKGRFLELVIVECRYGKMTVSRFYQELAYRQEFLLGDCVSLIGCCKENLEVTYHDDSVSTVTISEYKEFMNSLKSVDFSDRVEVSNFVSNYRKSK
PvdQ inh – blocks Pseudomonas aeruginosa PvdQ acylase activity | inhibition, % at 10 µM | purified PvdQ acylase, fluorescence plate reader | AID 488965 | actives 0.063% (n = 340,000); in the data active means inhibition above about 30%, passing the limit was not always enough;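 further: 0% = vehicle neutral wells and 100% = reference inhibitor wells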
* marks the source's active call; other numbers are inactive results; x = not tested or not shown. Outcome played no part in choosing rows; about 1.9% have a hit in one of these screens.

Fields – CAL PDZ inh	Rtt109 HAT inh	E coli growth	DAGLB inh	Tat export inh	AddAB inh	Wnt bcat act	PvdQ inh	phage Ecoli inh	PfHsp90 yeast 2
1	COc1ccc(N2CCN(CCNC(=O)c3c(C)cc(=O)oc3C)CC2)cc1
    0.2	-4	-1.2	1	0	2.4	1	-11	3.6	-6
2	O=[N+]([O-])c1cccc(S(=O)(=O)NCC2CC3CCC2C3)c1 (configuration not stated)
    -8.3	-6	2.3	1	-18	2.5	1	-17	0.6	10
3	Cc1ccc2cc(C(c3nnnn3CC3CCCO3)N3CCc4ccccc4C3)c(=O)[nH]c2c1 (configuration not stated)
    -0.6	-10	0.7	2	2	3.4	x	-5	2.1	x
4	COc1ccc(OC)c(CN2CCN(Cc3cc(=O)oc4cc(O)ccc34)CC2)c1
    -1.9	-5	-2.7	3	8	-1.2	-3	-4	0.9	-16
5	COc1ccc(N(CC(=O)N/N=C/c2ccc(OC3CSC3)cc2)S(=O)(=O)c2ccccc2)cc1
    0.4	-13	-0.4	3	-3	-0.3	4	5	3.0	-22
6	COc1cccc(CN(C)C(=O)C2CCN(S(=O)(=O)c3ccc(C)cc3)CC2)c1OC
    -1.1	-2	-1.1	-2	-7	-1.1	4	2	0.5	9
7	CCc1ccc(-c2cc3c(=O)n(CC(=O)NCCN4CCCCC4C)nc(C)n3n2)cc1 (configuration not stated)
    -2.4	4	-0.6	0	-10	1.7	-1	-12	2.0	6
8	Cc1oc(-c2ccoc2)nc1CN(Cc1ccccc1)CC1CC1
    -0.1	x	4.4	0	-8	-1.4	-2	2	4.0	6
9	CCOC(=O)/C(C)=C1\NC(C)(C)Cc2ccccc21
    -2.7	18	x	-4	-1	x	1	8	4.8	15
10	Cc1sc2ncnc(SCC(=O)N3c4ccccc4Sc4ccc(Cl)cc43)c2c1C
    -3.5	-2	1.9	-4	-11	1.9	-1	-12	2.0	-7
11	Cc1ccc(-n2cc(C(=O)c3ccc4ccccc4c3O)cn2)cc1
    -1.9	2	-0.1	-2	-9	-0.8	4	-4	2.2	-16
12	Cc1cccc(-n2ncc3c(NCc4cccs4)ncnc32)c1
    -2.1	5	-0.1	-6	-4	-1.8	x	-10	2.0	2
13	O=c1c(Cl)c(N2CCCCC2)cnn1-c1nc2ccccc2[nH]1
    -0.6	4	-0.8	1	4	-1.0	x	-6	2.7	39
14	O=C(c1cc([N+](=O)[O-])ccc1Cl)N1CCN(c2ccccn2)CC1
    -2.7	x	-0.9	-1	-2	1.2	-7	10	2.6	-23
15	O=C(NC1CCCCC1)[C@@H]1CC=C[C@@H]2CCN(C3CCCCC3)C(=O)[C@@H]21
    1.1	9	-2.1	-3	-6	2.6	-3	6	3.7	13
16	Cc1cccc(C)c1OCc1nc2ccccc2c(=O)n1/N=C/c1ccc(OCC(=O)O)cc1
    -2.4	-2	0.8	0	-1	0.2	0	-1	3.9	9
17	Cc1cc(C(=O)N(C)C2CCCCC2)no1
    -1.5	-2	-0.2	0	-7	-2.1	0	0	1.2	-13
18	CCOC(=O)COc1c(OC)cc(Cl)cc1C1Nc2ccccc2C(=O)N1c1cccc(C)c1 (configuration not stated)
    -1.9	-5	1.7	-5	6	3.2	x	2	0.4	21
19	O=C(Nc1cccc2ccccc12)N(c1ccccc1)c1ccccc1
    -1.3	-1	x	-4	6	x	0	6	3.3	-21
20	COc1ccc(S(=O)(=O)Nc2cccc(C)c2C)c2cccnc12
    -2.2	1	-1.6	0	3	1.0	-1	-13	0.6	8
21	O=C(CN1C(=O)C2C3C=CC(C3)C2C1=O)Nc1cccc2c1CCCC2 (configuration not stated)
    -1.0	6	4.1	-2	4	2.9	x	2	2.1	-5
22	Cc1cc(C)nc(NS(=O)(=O)c2ccc(NC(=O)C(C)C)cc2)n1
    -0.3	-10	0.4	2	-3	2.0	-1	-10	-0.8	-19
23	COC(=O)c1cccc(NC(=O)CCSc2ccc(Cl)cc2)c1C
    -0.2	10	0.7	-3	0	-1.1	x	3	2.7	-14
24	O=C(NCC(c1ccc(F)cc1)N1CCOCC1)c1cccnc1Sc1ccccc1 (configuration not stated)
    -2.0	-10	1.4	1	-2	1.5	2	11	7.2	x
25	CCCCNC1=CC(=O)C(NCCCC)=CC1=O
    0.1	-5	x	4	9	x	1	-10	3.9	x
26	O=[N+]([O-])c1ccc(CN2CCC(Cc3ccccc3)CC2)cc1
    0.0	-4	x	-11	-1	x	0	-15	-2.6	1
27	Cc1cccc(NC(=O)c2ccc(OCC3CCCO3)cc2)c1C (configuration not stated)
    -0.8	-3	-0.6	-1	-1	0.8	x	-13	3.7	-12
28	CCOc1ccc(C(=O)NNC(=O)C2CC(=O)N(c3ccc(C)cc3)C2)cc1 (configuration not stated)
    -1.1	-2	3.0	3	-7	1.2	-1	-7	1.2	27
29	CCCn1cnc2c(SCc3ccccc3Cl)nc(N)nc21
    -1.8	-5	x	0	4	x	-4	-9	4.6	-2
30	Cc1ccc(C(=O)Nc2cccnc2)cc1S(=O)(=O)N1CCCCCC1
    -3.2	0	-0.2	-1	2	-3.0	2	-20	2.0	17
31	C/C(=C/c1ccccc1)C(=O)N1CCN(c2ccccc2)CC1
    21	6	0.6	-9	3	0.4	4	-11	0.1	33
32	CCOC(=O)CSc1ccc(S(=O)(=O)N2CCCCC2)cc1[N+](=O)[O-]
    -0.4	-3	-1.8	-3	-1	4.0	-2	-5	4.1	-7
33	CC(=O)c1ccc(NC(=O)c2noc3c2CCC3)cc1
    x	0	-3.6	-6	2	0.5	3	-14	0.0	-12
34	Cc1ccc(CNC(=O)C2CCCN(C(=O)Nc3ccc(F)cc3)C2)cc1 (configuration not stated)
    0.4	6	-1.3	-3	7	1.6	-2	-4	0.0	0
35	COc1cc(/C(C)=N/N2CCOCC2)cc(OC)c1OC
    -0.6	-1	3.4	2	2	3.6	4	-10	2.9	-10
36	CC(C)c1ccc(NC(=O)COC(=O)COc2ccccc2)cc1
    -2.3	-1	0.7	-4	9	0.9	5	-8	2.5	8
37	O=C1CC(c2c[nH]c3ccccc23)C(=O)N1 (configuration not stated)
    -2.8	-8	-0.5	2	-5	1.8	x	-5	1.4	x
38	Cc1cc(-c2n[nH]c(=S)n2/N=C/c2cccs2)n[nH]1
    -0.5	-3	-0.9	1	-14	4.7	1	-1	2.5	16
39	CC1(c2ccc3ccccc3c2)NC(=O)N(CC(=O)N2CCN(c3ccccc3O)CC2)C1=O (configuration not stated)
    -0.4	7	0.9	1	-7	-2.0	-2	2	0.1	3
40	O=C(CCc1nc2ccccc2c(=O)[nH]1)Nc1cccc(S(=O)(=O)N2CCOCC2)c1
    -2.9	3	-0.9	1	-1	-2.1	-1	-12	1.9	1
41	CCCCOc1ccc(C(=O)N2CCCCCC2)cc1
    0.4	14	2.2	-5	6	-1.4	x	9	2.2	16
42	CCOC(=O)C1=NNC(C(=O)c2ccc(C)cc2)C1c1ccc(C)cc1 (configuration not stated)
    -1.2	2	1.9	-5	-2	1.5	-1	9	0.7	-8
43	O=S(=O)(N1CCCCC1)n1nnc2ccccc21
    -0.8	-2	-1.7	-5	4	2.0	x	-6	1.1	-3
44	CCOC(=O)/C(=N/Nc1ccc(C)cc1)S(=O)(=O)c1ccc(Cl)cc1
    -9.5	-1	-0.8	-3	3	0.6	x	-7	0.3	11
45	CCC1(C)Cc2c(sc3c2c(=O)n(C)c2nnc(SCc4ccc5c(c4)OCO5)n32)CO1 (configuration not stated)
    -1.1	-12	1.3	-5	-2	3.0	x	6	0.3	-40
46	NC1=NC2=C(CCCC2)C2(CCCCC2)S1
    -1.8	-3	1.2	-2	-5	4.6	x	-11	3.9	-23
47	Cc1cccc(NC(=O)c2ccc(Cl)nc2)n1
    -0.3	4	0.8	2	-1	-0.1	-4	-7	1.9	-20
48	CC(=O)C(C)n1cnc2scc(-c3ccc(C)cc3)c2c1=O (configuration not stated)
    0.7	-4	-1.4	-9	-1	4.3	-1	-16	4.5	-2
49	CC1c2cccn2CCN1S(=O)(=O)c1ccccc1 (configuration not stated)
    0.4	-10	1.4	-2	0	3.9	-4	-13	1.8	8
50	O=[N+]([O-])c1ccccc1-c1ccc(/C=N/n2cnnc2)o1
    -0.8	-4	0.0	1	2	3.7	x	0	1.0	1
51	CCCOc1ccccc1/C=N/Nc1ccnc(=O)[nH]1
    -2.1	1	21*	0	4	13*	0	3	0.8	12
52	O=C(Nc1cccc(-c2csc(Nc3ccccc3)n2)c1)c1ccccc1
    -2.4	-1	6.2	3	4	4.1	27	-10	3.0	-46
53	COc1ccc(CNC(=O)Nc2ccc(C)cc2C)cc1
    -2.2	-2	0.9	-1	13	0.4	x	-6	1.7	5
54	O=C(O)c1cccc(NS(=O)(=O)c2ccc(-c3ccc(S(=O)(=O)Nc4cccc(C(=O)O)c4)cc3)cc2)c1
    -1.9	x	-2.4	5	20	0.2	-1	8	2.1	-16
55	Nc1cc(=O)[nH]c(SCC(=O)Nc2cccc([N+](=O)[O-])c2)n1
    -2.3	-12	-1.2	0	-2	-0.8	0	-14	0.3	9
56	O=C(N/N=C/c1cc(Br)cc(Br)c1O)c1cccc(S(=O)(=O)N2CCOCC2)c1
    -4.1	x	0.8	4	2	1.6	8	9	-1.2	1
57	Cc1ccc(Nc2nnc(SCC(=O)NCCN3C(=O)CSC3=O)s2)cc1C
    -3.1	-1	-1.6	3	18	-1.6	3	-19	3.6	3
58	CC1CCN(C(=O)c2ccc(NS(C)(=O)=O)cc2)CC1
    -0.5	8	1.4	-2	-6	3.6	x	-10	3.0	x
59	NC(=O)c1ccsc1NC(=O)COC(=O)[C@@H]1CCCN1C(=O)c1cccs1
    1.4	-10	x	1	2	x	-4	3	-0.5	-1
60	Cc1cccc(NC(=S)NCc2ccc3[nH]c4c(c3c2)CCCC4)c1
    0.3	-3	3.5	3	6	2.5	1	-7	5.1	-11

Reprinted from the part before: 3 entries; new compounds follow.
Fields – CAL PDZ inh	Rtt109 HAT inh	E coli growth	DAGLB inh	Tat export inh	AddAB inh	Wnt bcat act	PvdQ inh	phage Ecoli inh	PfHsp90 yeast 2
58	CC1CCN(C(=O)c2ccc(NS(C)(=O)=O)cc2)CC1
    -0.5	8	1.4	-2	-6	3.6	x	-10	3.0	x
59	NC(=O)c1ccsc1NC(=O)COC(=O)[C@@H]1CCCN1C(=O)c1cccs1
    1.4	-10	x	1	2	x	-4	3	-0.5	-1
60	Cc1cccc(NC(=S)NCc2ccc3[nH]c4c(c3c2)CCCC4)c1
    0.3	-3	3.5	3	6	2.5	1	-7	5.1	-11
61	CC(NC(=O)c1ccc2ccccc2n1)c1ccc(S(N)(=O)=O)cc1 (configuration not stated)
    -3.4	-2	-1.8	0	3	4.6	3	-16	5.0	-10
62	O=C(Cc1ccc([N+](=O)[O-])cc1)Nc1ccc2c(c1)OCO2
    -0.6	6	-0.3	0	-1	3.6	-1	-9	3.4	-1
63	COc1ccc(S(=O)(=O)N(C)C[C@@H]2Oc3c(NS(C)(=O)=O)cccc3C(=O)N([C@@H](C)CO)C[C@H]2C)cc1
    0.2	-2	-1.6	-1	-2	4.9	1	-1	3.0	0
64	Cc1cc(NC(=O)CC(F)(F)F)n(-c2ccccc2)n1
    -1.7	x	-0.7	-1	-1	1.7	-3	19	3.1	8

Assay outcomes: PubChem, several laboratories
